Coupling enz – qHTS Assay for Inhibitors of Fructose-1,6-bisphosphate Aldolase from Giardia Lamblia: Coupling assay counterscreen. coupling enzyme system counterscreen, AmpLite Red fluorescence. activity change, negative = inhibition, % at 58.2 µM, hits read low. 0.67% of 290,000 active. AID 2472, 2010; in the data active means activity change below about -30%; further: on the % scale 0 is the no-effect control and ±100 the full control effect
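Compounds tested against the coupling enzymes alone at 57.5 uM final; readout was AmpLite Red fluorescence (525/598 nm) after 20 min at RT.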
TSG101-PTAP inh – qHTS Assay for Iinhibitors of HIV-1 Budding by Blocking the Interaction of PTAP/TSG101; Fluorescence polarization, FITC-PTAP peptide / Tsg101 binding; Potency, µM (doses to about 115 µM), for the others: top-dose activity change, negative = inhibition, usual class: inhibitors; 340,000 tested, under 10 active; AID 493005, 2010; active means well fitted inhibition curve with a large enough effect in the main read-out, with a control signal flat, not every such curve was filed as active; inconclusive means small, poorly fitted or top-dose-only effect, or effect the other way, or a change in a side signal; inactive means no such curve, though single readings can be large or run the other way; further: potency means the concentration at half of the fitted maximal effect; % of control where 0% means no effect
Target sequence (Q99816 whole entry, looked up): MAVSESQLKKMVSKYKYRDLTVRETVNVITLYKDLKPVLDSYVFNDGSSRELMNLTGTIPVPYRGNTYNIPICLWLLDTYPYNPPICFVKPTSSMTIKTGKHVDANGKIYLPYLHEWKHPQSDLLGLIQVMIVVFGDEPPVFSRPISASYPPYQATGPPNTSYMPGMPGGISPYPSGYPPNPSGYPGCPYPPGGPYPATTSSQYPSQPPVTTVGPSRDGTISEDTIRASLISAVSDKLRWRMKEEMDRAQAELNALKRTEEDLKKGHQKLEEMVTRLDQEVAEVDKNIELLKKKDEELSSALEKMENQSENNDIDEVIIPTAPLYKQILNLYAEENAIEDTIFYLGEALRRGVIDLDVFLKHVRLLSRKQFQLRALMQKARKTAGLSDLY
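Tsg101 binding domain (10 uM final) was mixed with compound and a FITC-labeled PTAP peptide (50 nM final) in HEPES pH 7.5 buffer with NaCl, Tween 20, EDTA and TCEP; fluorescence polarization was read after 20 min at r.t.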
PKM2 activator – qHTS Assay for Activators of Human Muscle isoform 2 Pyruvate Kinase; Potency, µM (top dose mostly 57.5 µM), for inactives: at the top dose activation, hits mostly activators; Pyruvate kinase PKM (Homo sapiens), P14618; AID 1631, 2009; 0.34% of 260,000 active; purified PKM2, Kinase-Glo ATP luminescence, activation; response scale: 0% is enzyme alone, no compound; further: potency means the concentration at half of the fitted maximal effect; on the % scale 0 is the no-effect control and ±100 the full control effect; nearly all actives have a fitted effect of over 55% in size
Target sequence (P14618 whole entry, looked up, canonical isoform): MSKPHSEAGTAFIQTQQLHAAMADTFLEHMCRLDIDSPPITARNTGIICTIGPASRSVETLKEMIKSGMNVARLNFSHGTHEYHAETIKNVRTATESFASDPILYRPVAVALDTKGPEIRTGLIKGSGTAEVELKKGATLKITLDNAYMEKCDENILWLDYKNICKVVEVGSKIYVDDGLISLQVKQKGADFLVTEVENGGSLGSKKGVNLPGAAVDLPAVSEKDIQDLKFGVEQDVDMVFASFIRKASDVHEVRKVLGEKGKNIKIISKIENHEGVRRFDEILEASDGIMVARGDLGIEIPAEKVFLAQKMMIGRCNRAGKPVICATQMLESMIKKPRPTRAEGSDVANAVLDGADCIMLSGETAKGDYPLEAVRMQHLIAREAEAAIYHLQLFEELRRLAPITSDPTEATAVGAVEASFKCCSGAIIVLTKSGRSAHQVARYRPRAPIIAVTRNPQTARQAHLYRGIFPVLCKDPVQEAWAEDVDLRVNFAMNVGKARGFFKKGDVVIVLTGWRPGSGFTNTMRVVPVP
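hPK-M2, >95% pure; 0.1 mM ADP / 0.5 mM PEP final; imidazole pH7.2 buffer w/ 7 mM MgCl2, 50 mM KCl; 1 h RT; Kinase-Glo lum. Intermediate enzyme activity for dual inhibitor/activator qHTS.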
S-ASM inh – Inhibitors of Secretory Acid Sphingomyelinase (S-ASM): qHTS. placental ASM, HMU-PC fluorogenic substrate, 60 min. Sphingomyelin phosphodiesterase (Homo sapiens), P17405. Potency, µM (highest dose often 57.5 µM), inactives show at the highest dose activity change, negative = inhibition, hits mostly inhibitors. 0.006% of 340,000 active; further: potency means the concentration at half of the fitted maximal effect
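qHTS format. ASM enzyme prepared from human placenta hydrolyses the fluorogenic substrate HMU-PC0 (9 uM final) over 60 min at 37 °C after a 10 min compound preincubation.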
a7 integrin act – qHTS for Activators of Integrin-Mediated Alleviation for Muscular Dystrophy; 0.064% of 350,000 active; alpha7betagal myoblasts, beta-gal FDG fluorescence, 48 h; Potency, µM (series often up to 38.3 µM), for the others: top-dose activation, actives largely listed as activators;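 further: potency means the concentration at half of the fitted maximal effect; 100% = response of the positive control SU9516; nearly all actives have a fitted effect of over 60% in size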
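Alpha7betagal+/- myoblasts (passage 13) were plated 16-24 hr, then exposed to compounds (1:260 dilution of DMSO stock) for 48 hours at 37C. After MPER lysis, β-galactosidase reporter activity was read as FDG fluorescence (ex 480/em 540) after 30 minutes.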
Giardia killer – Small Molecules that selectively kill Giardia lamblia: qHTS. activity change, % at 7.66 µM, hits read low. 0.15% of 340,000 active. Giardia lamblia trophozoite viability; in the data active means activity change below about -80%; inconclusive means between about -30% and that limit;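 further: parasites exposed to compound for two days anaerobically before the ATP read; on the % scale 0 is the no-effect control and ±100 the full control effect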
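Giardia trophozoites, 100 cells per well, were exposed to compounds for 48 hrs at 37 deg C under anaerobic conditions; viability was then read as ATP content by bioluminescence after 15-30 min at room temperature.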
B2AR arrestin – qHTS assay of beta-arrestin-biased ligands of beta2-adrenergic receptor; Beta-2 adrenergic receptor (Homo sapiens), P07550; beta-arrestin recruitment to beta2AR, cell-based reporter; Potency, µM (doses to about 46.1 µM), inactives show top-dose activation, usual class: activators; 0.02% of 330,000 active; AID 492947, 2010;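 further: potency means the concentration at half of the fitted maximal effect; 0% = DMSO controls and full agonism = EC100 isoproterenol or metaproterenol; nearly all actives have a fitted effect of over 65% in size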
GALK inh – qHTS Assay for Inhibitors of Human Galactokinase (GALK). 0.007% of 270,000 active. Purified GALK, Kinase-Glo residual ATP luminescence. P51570. Potency, µM (doses to about 57.5 µM), for the others: top-dose activity change, negative = inhibition, hits mostly inhibitors. AID 1868, 2009; further: potency means the concentration at half of the fitted maximal effect; on the % scale 0 is the no-effect control and ±100 the full control effect
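Kinase-Glo Plus luminescence measured ATP left after a 1 h room-temperature reaction. The reaction used 5 nM GALK, 100 uM galactose and 35 uM ATP at pH 8.0 (20 mM HEPES, 5 mM MgCl2, 60 mM NaCl, 1 mM DTT, 0.01% BSA).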
Chronic BCR inh – qHTS Assay to Find Inhibitors of Chronic Active B-Cell Receptor Signaling; ABC-DLBCL IkBa-CBG/CBR reporter, luminescence ratio, 4 h; Potency, µM (series often up to 46.1 µM), without a hit: at the top dose ratio change, negative = lower green/red ratio, hits mostly inhibitors; 0.05% of 340,000 active; AID 493014, 2011; active means well fitted inhibition curve with a large enough effect in the signal ratio, with a control signal flat, not every such curve was filed as active; inconclusive means small, poorly fitted or top-dose-only effect, or effect the other way, or a change in a side signal; the % refers to the signal ratio;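 further: potency means the concentration at half of the fitted maximal effect; plate controls were basal doxycycline-induced cells for no effect and cells given 10 µM MG132 for full effect; MG132 reads +100%, hits lower the ratio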
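Cell line TMD8 (human ABC DLBCL), stably expressing tet-inducible CBG68-IkBa fusion and CBR; IMDM/0.5% FBS; cpd up to 46 uM; dox induction, 4 h, 37C/5% CO2; dual luminescence; green/red ratio; MG132 control.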
Tb PFK inh – qHTS Assay to Find Inhibitors of T. brucei phosphofructokinase; ATP-dependent 6-phosphofructokinase (Trypanosoma brucei brucei), O15648; Potency, µM (doses to about 57.5 µM), for the others: at the top dose activity, negative = inhibition, hits mostly inhibitors; 0.17% of 330,000 active; AID 485367, 2010; T. brucei PFK, ADP-Glo luminescence;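 further: potency means the concentration at half of the fitted maximal effect; 0% = uninhibited 1x PFK enzyme wells and -100% = no-enzyme wells; nearly all actives have a fitted effect of over 60% in size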
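Luminescent ADP detection (ADP-Glo, two-step: ATP depletion then ADP-to-ATP conversion for luciferase) reported PFK activity after 45 min room-temperature reaction of 1.25 nM enzyme with 0.5 mM F6P and 0.1 mM ATP at pH 8.0.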
Menin MLL FP TR – qHTS Assay for Inhibitors Targeting the Menin-MLL Interaction in MLL Related Leukemias: Competition With Texas Red Labeled MLL-derived Mutant Peptide; Menin + Texas Red MLL mutant peptide, fluorescence polarization; Potency, µM (titrated, usually from 61.6 µM), for inactives: at the top dose FP activity change, negative = inhibition, hits mostly inhibitors; 0.23% of 270,000 active; AID 1768, 2009; active means well fitted inhibition curve with a large enough effect in the polarisation, with a control signal flat, not every such curve was filed as active; inconclusive means small, poorly fitted or top-dose-only effect, or effect the other way, or a change in a side signal; inactive means no such curve, though single readings can be large or run the other way; the % refers to the polarisation; further: potency means the concentration at half of the fitted maximal effect; % of control where 0% means no effect; many of its hits are not listed in these tables
The depositor's hits bear a star; ? = inconclusive; . = no result given; [ ] = another dose, or the depositor's remark. Unless noted, the call rests on the fitted dose curve; in most records, active means well fitted curve in the direction sought with a large enough effect; inconclusive means small, poorly fitted or top-dose-only effect, or another doubt; inactive means no such curve, though single readings can be large; an effect the other way counts as inactive or inconclusive. Only part of the results is shown; rates above refer to the full screens.

SMILES | Coupling enz | TSG101-PTAP inh | PKM2 activator | S-ASM inh | a7 integrin act | Giardia killer | B2AR arrestin | GALK inh | Chronic BCR inh | Tb PFK inh | Menin MLL FP TR
CC(C)(C)SCCNS(=O)(=O)c1ccc2ccccc2c1 | 0 | -1% | -2% | -3% | -4% | -6 | -0.3% | 0% | ? | 5% | -2%
COC(=O)[C@@H]1C[C@@H](C(=O)O)[C@H](C)C1(C)C | . | -8% | . | 5% | 33% | 2 | -0.4% | . | -4% | -3% | .
COC(=O)c1sc2ncn(N)c(=O)c2c1C | 3 | 0% | 3% | 0% | 0% | 16 | -0.2% | -4% | -1% | 4% | .
COC(=O)c1[nH]c2cc(OC)ccc2c1NC(=O)CCN1CCCCC1 | 0 | -3% | 1% | 4% | -19% | 28 | 0.0% | 0% | -2% | -7% | 4%
CC(C)n1c(-c2cccs2)nc2ccccc21 | -9 | -4% | 0% | 2% | -9% | -28 | 0.1% | -1% | -4% | 0% | -14%
O=c1[nH]c2c(n(C3CCCCC3)c1=O)CCC2 | 3 | -2% | -2% | 12% | 1% | -4 | 0.1% | 2% | -8% | -3% | -5%
COc1ccc2nc(Nc3nc4cc5c(cc4s3)OCCO5)sc2c1 | 1 | -3% | 2% | 207%[activator] | -27% | 4 | 5.6% | 0% | -20% | -3% | ?
Cc1cccc(NC(=O)C(=O)NCCCc2ccccc2)c1 | 1 | . | -2% | . | . | . | 2.3% | -2% | ? | -4% | 13%
Cc1ccc(S(=O)(=O)N2CCOCC2)cc1NC(=O)COC(=O)CCc1c[nH]c2ccccc12 | . | -4% | . | -5% | 0% | 1 | -0.1% | . | 2% | 3% | .
CSC1=NCCN1C(=O)c1ccc(S(=O)(=O)N2CCCCC2)cc1 | 0 | -7% | -8% | 3% | 0% | 1 | -0.2% | 2% | -8% | 0% | 4%
CCOC(=O)c1ccc(NC(=O)CCN2C(=O)C3CC=CCC3C2=O)cc1 (stereo not given) | . | -2% | . | 4% | 1% | 23 | 0.1% | . | 0% | -3% | .
Cc1nn(Cc2ccc(Cl)cc2)c(=O)n1N(C)c1ncc(C(F)(F)F)cc1Cl | 1 | -11% | -2% | 2% | -48%[inhibitor] | 0 | -0.9% | 0% | ? | 0% | .
Cc1cccc(C2c3[nH]c4ccccc4c3CCN2C(=O)c2cc(CC(C)C)nc(C)n2)n1 (stereo not given) | -2 | 2% | -3% | -3% | 5% | 1 | 2.6% | -2% | ? | 2% | ?
Cc1cccc(NC(=O)CSCC(=O)Nc2cccc(S(=O)(=O)N3CCCCCC3)c2)c1 | . | 2% | . | -8% | -1% | -5 | 0.1% | . | ? | 4% | .
O=C(Oc1ccc(N2C(=O)CCC2=O)cc1)c1ccccc1 | 0 | -1% | 0% | 2% | ? | -2 | 0.8% | -3% | 0% | -2% | -3%
CC1c2nc3ccccc3n2C(CC(=O)NCc2ccccn2)C(=O)N1Cc1ccccc1 (stereo not given) | -1 | . | -2% | 7% | 6% | -2 | -0.3% | 0% | 0% | 2% | -23%
CC(=O)NN1C(=O)c2ccccc2NC1c1ccoc1 (stereo not given) | 5 | 0% | 4% | 224%[activator] | 18% | -2 | -0.1% | -1% | 0% | 1% | 1%
CCOC(=O)CCCNC(=O)COC(=O)/C=C/c1ccc2c(c1)OCO2 | 4 | -4% | -5% | 7% | -9% | -1 | -0.2% | 4% | 1% | 0% | -17%
O=C(O)c1ccc(Cl)c(S(=O)(=O)NC(Cc2ccccc2)C(=O)O)c1 (stereo not given) | 1 | 0% | -6% | 6% | ? | 3 | -0.1% | 7% | -2% | 4% | 2%
COc1ccc2[nH]c3c(c2c1)CCn1c-3nc2ccccc2c1=O | 3 | -2% | 2% | 131%[activator] | 1% | -14 | -0.6% | 1% | ? | -4% | 24%
CCn1c(COc2c(C)cccc2C)nnc1SCC(=O)N1CCN(c2ccccc2)CC1 | 1 | -1% | 3% | 5% | -21% | -13 | -1.9% | -1% | ? | 10% | 4%
Cn1nc(C(=O)Nc2cccnc2)c2ccccc2c1=O | 1 | -4% | -2% | -3% | -4% | 17 | -0.4% | -2% | -7% | 7% | 11%
COc1ccc(C(=O)N/N=C(/C)c2cccc(NC(=O)c3ccncc3)c2)cc1OC | . | -5% | . | -2% | -40% | -8 | 0.1% | 1% | ? | -10% | .
Cc1cc(C)nc(N2CCCC(C(=O)NCc3cccc(C(F)(F)F)c3)C2)n1 (stereo not given) | 6 | -3% | -3% | -3% | 16% | -1 | 0.4% | 3% | 0% | 4% | 6%
Cc1nn(-c2ccccc2)c(C)c1NC(=O)COC(=O)c1ccccc1OC(F)F | . | -2% | -9% | 3% | -1% | -19 | -0.3% | 5% | -6% | 3% | .
CCCCSc1nc2c(c(=O)[nH]1)CCC2 | 2 | -5% | 0% | 0% | 0% | -11 | -0.2% | -1% | 2% | 1% | -9%
Nc1ccc(S(=O)(=O)NCc2ccccn2)cc1 | 4 | -1% | . | 0% | 14% | 6 | 3.7% | 0% | 4% | -1% | 24%
COC(=O)c1cc(CNC(=O)c2ccc(S(=O)(=O)N(C)c3ccccc3)cc2)ccc1OC | . | -2% | . | 2% | 2% | -10 | 0.1% | . | -6% | -9% | .
Cc1cccc(NC(=O)CNC(=O)c2ccco2)n1 | . | 0% | . | -2% | 12% | -4 | -0.9% | . | 6% | -1% | .
CS(=O)(=O)c1ccc(Cl)c(NC(=O)COC(=O)c2c(Cl)cccc2Cl)c1 | 0 | 1% | 22% | -1% | 0% | 0 | -0.1% | 5% | 0% | -1% | 2%
O=C(COc1ccc(Cl)cc1)NCc1nnc(SCC(=O)NC2CCCCC2)o1 | -2 | -1% | 6% | 4% | 26% | 0 | 0.2% | 0% | 0% | 0% | 1%
COCCCN1CC(=O)N2C(c3ccccc3)c3[nH]c4ccccc4c3C[C@H]2C1=O (stereo not given in full) | -2 | -1% | . | 2% | 21% | 0 | 0.0% | -3% | -5% | -5% | 13%
Cc1cc(C(=O)OCC(=O)Nc2ccc(F)c(F)c2F)c(C)o1 | 2 | -2% | -1% | -4% | 10% | 12 | -0.3% | 1% | -1% | 0% | 0%
CC(=O)c1ccc(OCC(O)CN2C(C)(C)CC(O)CC2(C)C)cc1 (stereo not given) | 0 | 0% | -6% | -1% | -12% | 0 | 0.2% | 0% | ? | 0% | -3%
O=C(C[C@@H]1C/C=C/CC[C@H](Cc2ccc(F)cc2)C(=O)OCCNC1=O)N[C@H](CO)Cc1ccccc1 | . | -7% | . | -1% | 5% | 14 | -0.3% | . | -13% | 10% | .
c1ccc(-c2nccnc2-c2ccccc2)cc1 | -1 | -3% | 0% | 2% | 20% | -5 | 0.2% | 0% | ? | -20% | .
COc1ccc(N(C(C)=O)c2nc(C)cc(C)c2C#N)c(OC)c1 | 0 | -4% | -2% | 1% | -13% | 18 | 0.2% | 10% | -1% | -1% | 1%
CC(=O)Nc1cccc(NC=C(C#N)C#N)c1 | -2 | -4% | 0% | -1% | -14% | 6 | -0.3% | -1% | 0% | 4% | -11%
COC(=O)c1cc(NS(=O)(=O)c2ccc(N3CCOCC3)c([N+](=O)[O-])c2)cc(C(=O)OC)c1 | 7 | -1% | 7% | 23% | 26% | -18 | 4.2% | . | 3% | 2% | ?
Cc1cc(C)cc(NC(=O)CCn2c(=O)c3cccn3c3ccccc32)c1 | . | -3% | . | -25% | -37%[inhibitor] | 30[activator] | -1.1% | -3% | ? | -5% | .
O=C(CSc1ccccn1)N/N=C/C=C/c1ccccc1 | -5 | -12% | -6% | 1% | 10% | -14 | 0.1% | 0% | ? | -13% | -8%

Screens as filed in PubChem BioAssay.
